IMPase cell inh: membrane-permeable compound that blocks inositol monophosphatase; 120,000 tested, under 10 active; CHO-M1 cells, IP1 accumulation, HTRF TR-FRET ratio; P97697; inhibition (IP1 accumulation), % at 46.1 µM; active = well fitted curve in the direction sought with a large enough effect in the signal ratio, not every such curve was filed as active; inconclusive = small, poorly fitted or top-dose-only effect, or a change in a side signal; inactive = no such curve, though single readings can be large or run the other way; the % refers to the signal ratio;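 also: cells stimulated with carbachol in lithium chloride buffer; plate controls were DMSO basal wells for no effect and reference inhibitor wells for full effect; higher means more IMPase inhibition seen as more IP1 and lower FRET ratio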
Target sequence (P97697 whole entry, looked up): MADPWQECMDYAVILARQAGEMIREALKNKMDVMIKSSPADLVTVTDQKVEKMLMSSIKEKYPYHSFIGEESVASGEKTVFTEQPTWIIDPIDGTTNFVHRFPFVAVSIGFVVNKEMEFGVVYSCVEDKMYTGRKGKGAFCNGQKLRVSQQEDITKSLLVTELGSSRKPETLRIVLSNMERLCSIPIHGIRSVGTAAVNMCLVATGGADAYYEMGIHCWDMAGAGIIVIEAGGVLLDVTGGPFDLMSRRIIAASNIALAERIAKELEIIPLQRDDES
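CHO-M1, 2000 cells/well, cultured 16–30 h; cpd up to 46 uM; carbachol (50 uM solution, stimulation buffer w/ 50 mM LiCl, pH 7.4), 30 min 37C; IP-One TR-FRET, 10 min RT; Ex 320/Em 665, 620; Hill-fit AC50.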
15-hLO-2 inh: inhibitors of human 15-lipoxygenase 2 (ALOX15B) | O15296 | AID 881 | 0.56% of 110,000 active | Potency, µM (highest dose often 57.1 µM), for inactives: top-dose activity change, negative = inhibition, actives largely listed as inhibitors | purified 15hLO-2, xylenol orange hydroperoxide absorbance; also: potency is read from the fitted curve at half-maximal effect; nearly all actives have a fitted effect of over 60% in size; many of its hits are not listed in these tables
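Read-out: hydroperoxide product oxidises ferrous iron, measured as xylenol orange complex via the 573-to-405 nm absorbance ratio after 30 min. Reaction: 50 nM enzyme, 15 min compound preincubation, 45 uM arachidonic acid, 90 min RT, Hepes pH 7.5 with Triton X-100.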
ALOX12 inhib: inhibitors of human 12-lipoxygenase (ALOX12). 0.12% of 150,000 active. Potency, µM (highest dose often 57.1 µM), for inactives: top-dose activity change, negative = inhibition, actives largely listed as inhibitors. P18054. purified 12-hLO, xylenol orange hydroperoxide absorbance. AID 1452; also: potency is read from the fitted curve at half-maximal effect; nearly all actives have a fitted effect of over 55% in size; many of its hits are not listed in these tables
Target sequence (P18054 whole entry, looked up): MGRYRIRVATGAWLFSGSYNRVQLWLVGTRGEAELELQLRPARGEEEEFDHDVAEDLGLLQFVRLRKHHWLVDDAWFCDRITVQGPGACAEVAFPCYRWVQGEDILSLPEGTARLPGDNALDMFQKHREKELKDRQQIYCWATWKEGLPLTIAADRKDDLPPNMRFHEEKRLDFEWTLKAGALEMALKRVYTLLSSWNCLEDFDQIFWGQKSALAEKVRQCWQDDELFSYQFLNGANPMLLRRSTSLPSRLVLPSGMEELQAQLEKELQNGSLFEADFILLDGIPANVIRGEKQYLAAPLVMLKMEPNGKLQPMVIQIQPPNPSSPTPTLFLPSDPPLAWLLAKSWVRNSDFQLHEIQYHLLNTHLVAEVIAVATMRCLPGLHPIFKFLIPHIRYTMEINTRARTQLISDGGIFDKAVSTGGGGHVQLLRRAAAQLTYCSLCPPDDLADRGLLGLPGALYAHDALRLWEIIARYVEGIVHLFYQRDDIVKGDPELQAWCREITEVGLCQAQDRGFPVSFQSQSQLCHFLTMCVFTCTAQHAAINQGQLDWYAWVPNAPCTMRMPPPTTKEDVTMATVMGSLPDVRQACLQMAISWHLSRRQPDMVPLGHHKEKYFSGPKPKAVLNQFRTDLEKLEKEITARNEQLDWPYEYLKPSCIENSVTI
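Purified human 12hLO (150 nM final) was preincubated with compounds for 15 min at room temperature in 25 mM Hepes pH 7.0, 0.01% Triton X-100, then reacted with 40 uM arachidonic acid for 30 min. Hydroperoxide was detected with ferrous iron/xylenol orange.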
PNC inhibitor: perinucleolar compartment assembly inhibition. 3.1% of 140,000 active. PC3M PTB-GFP, PNC prevalence imaging, 16 h; active compounds read low. activity change (PNC), negative = inhibition, % at 10 µM;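 active = readout at or below -70, meaning at least 70% loss of cells showing the perinucleolar compartment, a nuclear body marking cancer cells; inconclusive = readout between -30 and a set limit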;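 also: plate controls were DMSO wells for no effect and camptothecin positive control wells for full effect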
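Compounds are pinned in duplicate onto adhered PC3M cells stably expressing GFP-tagged PTB and incubated 16 h at 37 C. Cells are then fixed, nuclei stained with Hoechst, and PNC-positive cells counted.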
The depositor's hits bear a star; ? = inconclusive; . = not tested or not shown; [ ] = dose if it differs, or a comment. Unless noted, calls follow the shape of the dose curve; as a rule, active = well fitted curve in the direction sought with a large enough effect; inconclusive = small, poorly fitted or top-dose-only effect, or another doubt; inactive = no such curve, though single readings can be large; an effect the other way counts as inactive or inconclusive. Unless noted, % is scaled to controls: 0 for no effect and ±100 for the full control effect. These rows are one share of the data; count on the stated rates, not on these rows.

SMILES	IMPase cell inh	15-hLO-2 inh	ALOX12 inhib	PNC inhibitor
Cc1ccc(-c2csc(N(CCCN3CCOCC3)C(=O)c3ccco3)n2)cc1	0	43%[activator]	-12%	3
COC(=O)CSc1nc(NCC(C)C)nc(N2CCOCC2)n1	5	5%	2%	26
Cc1cc(C)n(C(=O)CCCC(=O)n2nc(C)cc2C)n1	-4	0%	-3%	?
COC(=O)c1ccc(NC(=O)CN2CCOCC2)cc1	-1	0%	-4%	7
Cn1nnnc1SCCNCc1ccncc1	5	-2%	2%	-26
O=C(O)CCCC(=O)Nc1ccccc1C(=O)N1CCCC1	0	13%	-3%	40
COCCN1C(=O)c2ccccc2C(C(=O)NCCCN2CCCC2=O)C1c1c[nH]c2ccccc12 (stereo unspecified)	-7	.	4%	50
Cc1[nH]nc(-c2ccc(OCc3cnn(-c4ccccc4)c3)cc2O)c1Oc1ccc(Cl)cc1	16	27%	-19%	-12
Cc1cc(Cl)c(S(=O)(=O)N2CC(C)OC(C)C2)cc1OCC(N)=O (stereo unspecified)	-7	0%	-1%	8
CCCn1c(Nc2nc3ccccc3n2C)nc2ccccc21	1	33%[activator]	-5%	15
Cc1ccsc1/C=N/NC(=O)CSCc1ccc(Cl)cc1	2	-12%	-4%	-27
O=C1CN(/N=C\c2ccc([N+](=O)[O-])o2)C(=O)N1	3[20.6 µM]	0%[25.6 µM]	-5%[25.6 µM]	.
COc1ccc(-c2csc(-n3ncc(-c4cccs4)c3N)n2)cc1	1	-1%	-1%	-14
C(=N\Nc1nc(-c2ccccc2)cs1)/c1cccnc1	-8	12%	-8%	-22
O=C(CSc1ccccn1)N1CCOCC1	.	.	1%	34
Cc1ccc(NC(=O)C2CCN(S(=O)(=O)c3c(C)n[nH]c3C)CC2)nc1	-3	-22%	2%	16
CCOc1ccc(NC(=O)c2ccccc2OC)cc1	?	-7%	-9%	?
CC1CC(C(F)(F)F)n2ncnc2N1 (stereo unspecified)	-3	5%	4%	?
Cc1cc(N2CCOCC2)n2nc(C)c(-c3ccccc3)c2n1	15[9.22 µM]	4%	-3%	?
Cc1ccsc1C1Nc2ccc3ncccc3c2C2=C1C(=O)CCC2 (stereo unspecified)	-7	5%	-11%	22

Another view of some results above.
COc1ccc(-c2csc(-n3ncc(-c4cccs4)c3N)n2)cc1
  IMPase cell inh = 1	15-hLO-2 inh = -1%	ALOX12 inhib = -1%	PNC inhibitor = -14
Cc1cc(Cl)c(S(=O)(=O)N2CC(C)OC(C)C2)cc1OCC(N)=O (stereo unspecified)
  IMPase cell inh = -7	15-hLO-2 inh = 0%	ALOX12 inhib = -1%	PNC inhibitor = 8

Going on with the list:
SMILES	IMPase cell inh	15-hLO-2 inh	ALOX12 inhib	PNC inhibitor
Cc1ccc(NCc2nnc(SCC(=O)N3CCCc4ccccc43)o2)c(C)c1	8	-7%	-2%	-7
CCOC(=O)C1C(=O)NC(N2CCCCC2)=NC1c1ccccc1 (stereo unspecified)	8	0%	-1%	-6
O=c1[nH]c2cc3c(cc2cc1CN(CC1CCCO1)S(=O)(=O)c1ccccc1)OCCO3 (stereo unspecified)	-16	-8%	-8%	-7
COc1nccnc1NS(=O)(=O)c1ccc(NC(=S)NC(=O)c2ccc(F)cc2)cc1	.	.	?	?
C=CCNS(=O)(=O)CC12CCC(CC1=O)C2(C)C (stereo unspecified)	0	4%	5%	0
Cc1ccc(-c2nc(NC(=O)c3ccc(S(=O)(=O)N(CCC#N)CCC#N)cc3)sc2-c2ccccc2)cc1	.	.	4%	25
CC1CCC(=C(C#N)C(=O)Nc2cccc(Cl)c2)CC1 (stereo unspecified)	8	-25%	-6%	0
CN1CCN(c2ccc(Cl)cc2NC(=O)C2COc3ccccc3O2)CC1 (stereo unspecified)	10	7%	-11%	-23
COc1cccc(OC)c1NC(=O)C1CCCN1C(=O)NCc1ccccc1 (stereo unspecified)	15	-1%	1%	?
COc1ccc(-c2oc3ncnc(NCCN4CCOCC4)c3c2-c2ccc(OC)cc2)cc1	3	25%	-4%	-27
N#Cc1cccc(NC(=O)N2CC3(CCN(C(=O)c4cnccn4)CC3)C2)c1	.	1%	3%	.
O=C(NC1CCCCC1)C12CC3CC(CC(Cl)(C3)C1)C2	0	.	-1%	?
Cc1noc(C)c1C(=O)NCCc1ccccc1	2	2%	3%	?
Cc1ccc(S(=O)(=O)CC2CSc3nc(N)cc(=O)n32)cc1 (stereo unspecified)	-6	-1%	3%	-23
CCc1ccc2c(c1)cc(CN(C(=S)Nc1ccccc1)C1CC1)c1nnnn12	-7[1.84 µM]	1%[11.4 µM]	1%	-19
COC(=O)Cc1ccc(NC(=S)NNC(=O)c2ccccc2Br)cc1	0	.	-8%	6
CCOC(=O)N1CCN(C(=O)CSCc2nc(-c3ccccc3C)oc2C)CC1	-1	-6%	1%	-29
COc1ccccc1N1CCN(C(=O)C(Sc2ccccc2)c2ccccc2)CC1 (stereo unspecified)	?	7%[11.4 µM]	-4%	?
CC1CCCN(C(C(=O)Nc2ccc3c(c2)OCCO3)c2ccccc2)C1 (stereo unspecified)	10	27%	3%	34
COc1ccc(-c2ccc(-c3nnn(CC(=O)N4CCOCC4)n3)cc2)cc1	1	-1%	1%	?

A second format for part of the listing above.
CCc1ccc2c(c1)cc(CN(C(=S)Nc1ccccc1)C1CC1)c1nnnn12
  IMPase cell inh = -7[1.84 µM]
  15-hLO-2 inh = 1%[11.4 µM]
  ALOX12 inhib = 1%
  PNC inhibitor = -19
COC(=O)Cc1ccc(NC(=S)NNC(=O)c2ccccc2Br)cc1
  IMPase cell inh = 0
  15-hLO-2 inh = .
  ALOX12 inhib = -8%
  PNC inhibitor = 6

More structures:
SMILES	IMPase cell inh	15-hLO-2 inh	ALOX12 inhib	PNC inhibitor
CNc1nc(N)c([N+](=O)[O-])c(NCCO)n1	.	.	3%	144
O=C(CN1C(=O)CSC1=O)Nc1ccccc1F	4	0%	-7%	2
CC(C)(C)c1cc(CN2CCN(CCC#N)CC2)cc(C(C)(C)C)c1O	14	27%	-12%	-122*
CCN(CC)c1ncnc2ccc(Br)cc12	-8	-1%	-2%	?
COc1ccc(Cl)c(NC(=O)NCCN2CCN(c3ccccc3)CC2)c1	3	0%	-1%	-14
COc1ccc(C(=O)CN2C(=O)c3ccccc3C2=O)c(OC)c1C	-11	-2%	-5%	20
CCSC(=Nc1ccccc1)C1=C(O)COC1=O	-4	2%	23%	-12
c1ccc(CCSc2nccn2-c2ccccc2)cc1	-4	-12%	4%	0
O=C(CCCN1C(=O)c2ccccc2C1=O)Nc1ccc(S(=O)(=O)N2CCCCC2)cc1	-1	-7%	-9%	10
S=C(Nc1ccccc1)Nc1nc2ccccc2n1CCOc1ccccc1	5	?	20µM*	-10
COc1ccc(NS(=O)(=O)c2cc(NC(=O)c3cnccn3)ccc2N2CCCC2)cc1	.	.	-3%	21
CCOC(=O)N1CCN(S(=O)(=O)c2ccc(C(=O)NNc3nc4c(C)cc(C)cc4s3)cc2)CC1	.	.	-8%	49
CCOC(=O)N1CCN(C(=O)CSCc2ccccc2Cl)CC1	.	.	-3%	47
CNC(=O)c1ccc(Nc2nnc(C)c3ccccc23)cc1	-3	.	2%	44
Cc1ccccc1C(=O)Nc1ccccn1	12	0%	-7%	7
O=C(Nc1ccccc1-c1ccccc1)c1cc(C(F)(F)F)cc(C(F)(F)F)c1	1	.	1%	?
Cc1nn(-c2ccccn2)c2nc(-c3cccs3)cc(C(=O)N3CCOCC3)c12	0	11%	-5%	16
CCn1c(SCC(=O)N2CCOCC2)nc2sc3c(c2c1=O)CCCC3	5	-3%	-2%	6
COc1ccc(NC(=S)NCc2ccc(S(N)(=O)=O)cc2)c(OC)c1	3	.	-6%	-4
Cc1ccc(N2CCN(CC3CC=CCC3)CC2)cc1 (stereo unspecified)	9	23%	2%	-12
COc1ccccc1NC(=O)CN1C(=O)CSC(C)C1=O (stereo unspecified)	-3	.	1%	-15
CCOC(=O)c1cnc2ccc(C)cc2c1Nc1ccc(N2CCOCC2)cc1	22	33%[activator]	-6%	-20
Cc1nc2ccc(-c3ccccc3)cc2o1	6	18%	-8%	-21
CCOc1ccccc1N(CC(=O)NC1CCCCC1)C(=O)CCCC(=O)Nc1ccccn1	4	-3%	2%	37
O=C(COc1ccccc1)N1CCN(C(=O)Cc2ccccc2)CC1	1	5%	-1%	-6
Cc1nc2ccccc2nc1N1CCCC1	.	1%[11.4 µM]	5%[11.4 µM]	.
Brc1ccc(-c2csc(N3CCc4ccccc4C3)n2)cc1	-2	-4%	2%	21
COC(=O)c1ccc(S(=O)(=O)NNC(=O)COc2ccc(C)cc2)cc1	.	.	-3%	27
CCn1c(-c2ccc(C)cc2)nn(CC(=O)NCCc2ccccc2)c1=S	.	.	-1%	8
COc1ccccc1N1CCN(C(=O)c2cc(N3C(=O)C4C5CCC(C5)C4C3=O)ccc2Cl)CC1 (stereo unspecified)	16	.	5%	18
COc1ccc(-n2c(-c3ccc(F)cc3)cnc2SCC(=O)NCc2ccco2)cc1	16	15%	-4%	33
COc1ccc(/C=C2\SC(=S)N(CC(=O)Nc3nnc(C)s3)C2=O)cc1	.	.	-1%	64
COc1cccc(C2CC(c3cccs3)=NN2C(=O)CSc2nc3c(cnn3-c3ccc(F)cc3)c(=O)[nH]2)c1OC (stereo unspecified)	.	.	0%	32
CC(=O)c1ccc(OCCN2CCOCC2)cc1	3	-13%	-8%	20
Cn1c(=O)oc2cc(S(=O)(=O)NCCc3ccccc3)ccc21	2	1%	-1%	-14
CC(=O)Nc1ccc(OCC(O)CNC2CCCC2)cc1 (stereo unspecified)	?	-1%	4%	14
O=C(Nc1ccc(NC(=O)C2CC2)nc1)c1cccnc1	-7	-3%	-2%	?
COc1ccc(-c2nnc(NC(=O)c3ccc(S(=O)(=O)N4CCCc5ccccc54)cc3)o2)cc1	6	35%[activator]	-10%	14
O=C(Nc1cccc(-c2cn3ccccc3n2)c1)c1cnccn1	13	.	1%	-24
CSc1cccc(NC(=O)COc2ccccc2)c1	8	1%	2%	-10
CCn1c(SCc2nc3scc(-c4ccccc4)c3c(=O)[nH]2)nnc1-c1ccc(Cl)cc1	.	.	-4%	?
COc1ccccc1[C@@H]1C(c2cccc(Cl)c2)=NN(c2ccccc2)[C@H]1C(=O)N1CCOC1=O	.	-2%[0.0915 µM]	0%[0.00818 µM]	-3
CCc1nc2ccccc2n1CC(=O)N(C(C)CC)C1CCS(=O)(=O)C1 (stereo unspecified)	7	2%	2%	9
CC1(C)CC2CC(C)(CN2C(=O)C23CCC(C)(C(=O)O2)C3(C)C)C1 (stereo unspecified)	3	6%	-4%	-29
COc1ccc2c(Cl)c(C(=O)N/N=C/c3ccc4c(c3)OCO4)sc2c1	1	?	-4%	53
COCCN(Cc1cc2ccc(C)cc2n2nnnc12)Cc1nnnn1C(C)(C)C	.	.	3%	7
O=C(O)/C=C\[C@H](O)c1ccc(Cl)cc1	-1	-5%	3%	.
c1ccc2c(NCC3CCCO3)nc(-c3ccncc3)nc2c1 (stereo unspecified)	3	5%	2%	32
CCOC(=O)c1c(-c2ccc(-c3ccccc3)cc2)csc1NC(=O)c1cccc(N2C(=O)CCC2=O)c1	4	.	3%	18
NC(=O)N1CCCC1C(=O)Nc1ccc(Cl)c(Cl)c1 (stereo unspecified)	-4	-7%	2%	-15
Cc1noc(C)c1CSc1nc2ccccc2nc1NS(=O)(=O)c1ccc(Cl)cc1	-3	?	-22%	38
CCSc1nnc(NC(=O)C(C(F)(F)F)C(F)(F)F)s1	0	0%	-4%	6
Cc1cccc(NC(=O)CSc2nc3ccccc3o2)c1	-9	-2%	-5%	22
O=C(CSc1nnc(-c2ccccc2O)o1)N1CCc2ccccc2C1	9	1%	-13%	-2
COc1ccccc1NC(=O)c1cc(Sc2nncn2C)nc2ccccc12	9	2%	3%	?
O=C(NCCO)c1cccc2c1-c1ccccc1C2=O	.	.	1%	-12

Compound activity (PubChem)
